SW480 rereplic: DNA re-replication induction in SW480 cells; SW480 DNA re-replication, Hoechst DNA content imaging, 48 h; Potency, µM (highest dose often 46.1 µM), for the others: top-dose re-replication activation, hits mostly activators; actives 1.8% (n = 340,000); note: potency is the fitted concentration of half-maximal effect; % of control where 0% means no effect; nearly all actives have a fitted effect of over 55% in size
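Image-based read-out: total Hoechst fluorescence of nuclei (405 nm excitation, 500-530 nm emission), with hits raising the fraction of high-intensity nuclei. SW480 colon cells incubated 48 hr with compounds at 37 C.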
IL-1B inflam inh: blocks inflammasome-driven IL-1 beta release. THP-1 LPS/ATP IL-1B secretion, AlphaLISA, 16 h; stronger effect = lower value. AID 743279. activity change, % at 57.5 µM. actives 4.7% (n = 360,000); in the data active = activity change below about -50%; inconclusive = mostly about -30% to -49%; note: % is set by controls: 0 for no effect and ±100 for the full control effect
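THP-1 cells pretreated 1 hr with compounds (up to 57.5 uM final), then stimulated with LPS (250 ng/mL final) plus ATP (1.25 mM final); secreted IL-1B measured by AlphaLISA after 16 hr, decreased signal indicating inhibition.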
ATXN2 expr inh: inhibitors of ATXN2 expression | Potency, µM (top dose mostly 57 µM), inactives show at the highest dose activity change, negative = inhibition, hits mostly inhibitors | HEK-293 ATXN2-luciferase reporter, luminescence, 24 h | actives 0.72% (n = 360,000); note: potency is the fitted concentration of half-maximal effect; % is set by controls: 0 for no effect and ±100 for the full control effect; nearly all actives have a fitted effect of over 55% in size
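ATXN2-luciferase reporter cells (luciferase flanked by upstream and downstream ATXN2 gene portions) were treated 24 h at 37 °C with compounds at up to 57 uM. SteadyGlo luminescence gave expression; GF-AFC fluorescence gave viability.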
KB-3-1 cytotox: kills parental KB-3-1 adenocarcinoma cells; Potency, µM (highest dose often 46.1 µM), inactives show at the highest dose activity change, negative = cytotoxic, actives largely listed as cytotoxic; KB-3-1 viability, CellTiter-Glo ATP luminescence, 72 h; actives 1.4% (n = 400,000); note: potency is the fitted concentration of half-maximal effect; % is set by controls: 0 for no effect and ±100 for the full control effect; nearly all actives have a fitted effect of over 60% in size
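Parental KB-3-1 adenocarcinoma cells in phenol-red-free DMEM with 10% FBS were pin-treated with compounds at several concentrations, incubated 72 h at 37 °C, and viability read by CellTiter-Glo luminescence; concentration-effect curves were fitted after normalization.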
KB-V1 cytotox: kills drug-selected multidrug resistant KB-V1 cells; KB-V1 MDR cells viability, CellTiter-Glo, 72 h; Potency, µM (series often up to 46.1 µM), without a hit: at the top dose activity change, negative = cytotoxicity, usual class: cytotoxic; actives 3.4% (n = 400,000); note: potency is the fitted concentration of half-maximal effect; % is set by controls: 0 for no effect and ±100 for the full control effect; nearly all actives have a fitted effect of over 60% in size
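KB-V1, DMEM (no phenol red) + 10% FBS; cpd pin-transferred, titration series; 72 h, 37 degrees C; CellTiter-Glo, luminescence. Data normalized, curve-fit.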
HT1080 IDH1KD tx: HT-1080 IDH1 knockdown cell toxicity (counter line). HT-1080 IDH1 knockdown viability, ATP luminescence, 48 h. actives 2% (n = 360,000). Potency, µM (top dose mostly 46.1 µM), inactives show top-dose activity, negative = toxicity, hits mostly cytotoxic;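 note: potency is the fitted concentration of half-maximal effect; 0% = DMSO wells and -100% = cell-free medium wells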
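Viability of IDH1-knockdown HT-1080 fibrosarcoma cells was assessed by CellTiter-Glo after 48 h at 37 °C with titrated compound; concentration-effect curves were classified by fit quality and response size.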
MCF10A rerep: DNA re-replication induction in MCF 10a cells; MCF 10A DNA re-replication, Hoechst nuclear intensity, 48 h; Potency, µM (series often up to 46.1 µM), inactives show at the highest dose activity, positive = re-replication, most hits filed as activators; actives 2.9% (n = 350,000); AID 624296; note: potency is the fitted concentration of half-maximal effect; % of control where 0% means no effect; nearly all actives have a fitted effect of over 50% in size
HT1080-NT tox: kills 2HG-producing HT-1080-NT fibrosarcoma cells. HT-1080-NT fibrosarcoma viability, CellTiter-Glo ATP luminescence, 48 h. Potency, µM (top dose mostly 46.1 µM), for inactives: at the top dose activity, negative = less viability, usual class: cytotoxic. actives 1.6% (n = 360,000). AID 686970;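 note: NT is the 2HG producing partner of a matched IDH1 knockdown line; potency is the fitted concentration of half-maximal effect; 0% = DMSO-treated cells and -100% = media-only wells without cells; nearly all actives have a fitted effect of over 55% in size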
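Compounds were tested in concentration-response format on HT-1080-NT cells for 48 hours at 37 degrees C. Cell viability came from CellTiter-Glo luminescence; curves were classified by r2, response magnitude and activity.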
WRN helicase inh: inhibitors of human WRN helicase; WRN helicase unwinding, fluorescent forked duplex, kinetic; Potency, µM (titrated, usually from 114 µM), for the others: at the highest dose activity change, negative = inhibition, usual class: inhibitors; actives 0.46% (n = 360,000); note: potency is the fitted concentration of half-maximal effect; % is set by controls: 0 for no effect and ±100 for the full control effect; nearly all actives have a fitted effect of over 55% in size
Target sequence (Q14191 whole entry, looked up): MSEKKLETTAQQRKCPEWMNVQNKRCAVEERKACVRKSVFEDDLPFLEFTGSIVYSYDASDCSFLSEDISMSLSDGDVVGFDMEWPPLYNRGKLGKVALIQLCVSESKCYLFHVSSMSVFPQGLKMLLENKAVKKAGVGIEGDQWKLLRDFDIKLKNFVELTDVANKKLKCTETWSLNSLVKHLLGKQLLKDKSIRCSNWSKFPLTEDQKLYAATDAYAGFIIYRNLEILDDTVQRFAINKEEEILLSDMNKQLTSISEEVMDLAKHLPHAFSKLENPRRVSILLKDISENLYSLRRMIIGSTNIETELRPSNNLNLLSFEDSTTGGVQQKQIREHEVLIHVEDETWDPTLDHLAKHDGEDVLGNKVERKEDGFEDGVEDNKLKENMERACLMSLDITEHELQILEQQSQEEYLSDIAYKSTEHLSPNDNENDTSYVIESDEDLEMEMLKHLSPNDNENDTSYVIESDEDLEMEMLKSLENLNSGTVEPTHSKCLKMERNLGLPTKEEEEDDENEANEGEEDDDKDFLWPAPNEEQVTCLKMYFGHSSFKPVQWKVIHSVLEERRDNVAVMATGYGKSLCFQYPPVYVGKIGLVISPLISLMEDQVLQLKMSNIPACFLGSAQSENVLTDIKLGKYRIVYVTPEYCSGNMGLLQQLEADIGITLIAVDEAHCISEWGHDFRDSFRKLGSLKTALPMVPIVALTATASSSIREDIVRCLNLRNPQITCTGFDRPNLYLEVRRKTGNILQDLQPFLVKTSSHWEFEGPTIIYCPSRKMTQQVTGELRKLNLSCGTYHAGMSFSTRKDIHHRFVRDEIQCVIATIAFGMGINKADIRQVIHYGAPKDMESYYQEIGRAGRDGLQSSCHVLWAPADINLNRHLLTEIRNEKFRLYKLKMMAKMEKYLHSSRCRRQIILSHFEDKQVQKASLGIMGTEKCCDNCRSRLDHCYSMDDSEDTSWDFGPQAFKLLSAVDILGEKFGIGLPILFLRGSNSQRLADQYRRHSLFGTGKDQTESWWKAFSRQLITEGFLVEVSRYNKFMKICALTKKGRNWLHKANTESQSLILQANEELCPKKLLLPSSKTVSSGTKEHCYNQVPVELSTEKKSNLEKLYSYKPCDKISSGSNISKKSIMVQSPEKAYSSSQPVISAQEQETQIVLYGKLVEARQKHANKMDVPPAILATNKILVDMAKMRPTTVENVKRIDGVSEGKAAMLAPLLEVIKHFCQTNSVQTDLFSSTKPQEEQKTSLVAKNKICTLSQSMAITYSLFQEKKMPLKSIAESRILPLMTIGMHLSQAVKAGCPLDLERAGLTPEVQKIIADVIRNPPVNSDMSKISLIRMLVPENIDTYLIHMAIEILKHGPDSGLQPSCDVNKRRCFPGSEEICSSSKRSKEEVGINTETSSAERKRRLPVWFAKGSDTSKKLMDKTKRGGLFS
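WRN at 20 nM final preincubated with compound 15 min at room temperature; reaction started with 100 nM fluorophore/quencher forked duplex oligonucleotide and 2 mM ATP final. Unwinding followed kinetically by red fluorescence (ex 525, em 598 nm).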
Starred values were filed as active, the others as inactive; ? = inconclusive; / = no result given; & = joins results of further samples; [ ] = remark or other dose. Unless noted, calls come from the whole dose curve; as a rule, active = well fitted curve in the direction sought with a large enough effect; inconclusive = small, poorly fitted or top-dose-only effect, or another doubt; inactive = no such curve, though single readings can be large; an effect the other way counts as inactive or inconclusive. Outcome played no part in choosing rows (roughly 12% active in at least one column).

SMILES	SW480 rereplic	IL-1B inflam inh	ATXN2 expr inh	KB-3-1 cytotox	KB-V1 cytotox	HT1080 IDH1KD tx	MCF10A rerep	HT1080-NT tox	WRN helicase inh
O=C(Nn1c(=S)[nH]c2ccccc2c1=O)c1ccncc1	-2%	8	7%	0%	12%	-1%	-2%	1%	-3%
Cc1cc(NC(=O)c2ccc(F)c(S(=O)(=O)N3CCCCC3)c2)no1	-12%	8	-3%	/	/	1%	3%	0%	-15%
COc1ccc(CNC(=S)Nc2cccc(C)c2C)cc1	0%	-5	-4%	6%	-24%	6%	1%	3%	6%
Cc1nnsc1C(=O)N1CCCC1(C)C(=O)O (stereo not drawn)	/	6	12%	0%	2%	14%	/	22%	-6%
Cn1c(=O)c2c(nc(N3CCCCCC3)n2CCSc2nc3ccccc3o2)n(C)c1=O	-2%	32	-7%	-3%	33%	-2%	-4%	-6%	1%
COc1cc(NC(=O)c2ccco2)c(OC)cc1NC(=O)CCC(=O)Nc1cc(C)cc(C)c1	0%	-11	-19%	17%	-13%	17%	-185%[0.0737 µM]	2%	-12%
Cc1cc2n(n1)SC(Nc1cccc3ccccc13)N2 (stereo not drawn)	-3%	17	27%	0%	4%	-14%	0%	-5%	-1%
CCS(=O)(=O)N1CCN(c2cccc(C)c2C)CC1	0%	-3	-6%	-3%	7%	15%	1%	13%	4%
CC1CCN(S(=O)(=O)c2ccc(S(=O)(=O)NCc3ccco3)cc2)CC1	-1%	29	-4%	-14%	-6%	-20%	-4%	-15%	-4%
CCOC(=O)c1c(NC(C)=O)sc2c1CCN(Cc1ccccc1)C2	4%	0	-11%	-10%	?	-10%	21%	1%	3%
COC(=O)c1c(NC(C)=O)csc1C	-10%	8	8%	-1%	16%	-2%	-3%	1%	-5%
CC1CN(CCS(=O)(=O)c2cc(Cl)ccc2Cl)CC(C)O1 (stereo not drawn)	?	-103*	34%	?	?	?	2.9µM*	?	-9%
COc1ccccc1NC(=O)COC(=O)c1ccccc1OCC(=O)Nc1ccc(SC(F)F)cc1	-1%	33	-6%	-2%	13µM*	?	-34%[inhibitor]	19%	-9%
CN(C)S(=O)(=O)N1CCN(CC(=O)Nc2cc(Cl)ccc2Cl)CC1	6%	-9	-9%	-4%	18µM*	4%	18%	11%	-1%
COc1cccc(C2C(C(=O)c3cc4ccccc4o3)=C(O)C(=O)N2c2cc(C)on2)c1 (stereo not drawn)	-11%	3	/	-2%	4%	-3%	18µM*	?	-1%
Cc1ccc(C(=O)Nc2ccc3ncccc3c2)cc1	16%	?	-37%	-10%	0%	-1%	9%	-2%	1%
COc1ccc(S(=O)(=O)N(C)[C@H]2C[C@H]3c4cc(-c5ccccc5)ccc4CCN3C(=O)[C@H]2[C@H](C)O)cc1	/	-29	-34%	?	?	?	/	?	-2%
CC1=NN(c2nc(-c3ccc(F)cc3)cs2)C(=O)C1	-9%	-9	2%	-1%	3%	-14%	?	-9%	-17%
O=S(=O)(NC12CC3CC(CC(C3)C1)C2)c1ccc(F)cc1	4%	16	-9%	-15%	0%	?	8%	-41%	-10%
Cc1ccc(Nc2c(O)nc[nH]c2=O)cc1	-17%	14	-1%	-9%	8%	9%	-35%[inhibitor]	1%	1%
O=C(Nc1cccc(Cl)c1Cl)c1ccco1	/	-5	/	-1%	26%	14%	/	23%	-4%
O=C(CCCCCn1c(=S)[nH]c2ccc(N3CCOCC3)cc2c1=O)NCCc1ccccc1	9%	39	26%	-11%	5%	4%	32%	-3%	-5%
CC1CCCCN1C(=O)CSc1nnc(-c2ccco2)n1CC1CCCO1 (stereo not drawn)	-2%	8	5%	-6%	-16%	18%	27%	16%	-14%
CCCOc1ccc(CCc2n[nH]c(=S)n2-c2ccccc2)cc1	-8%	1	-11%	-3%	-28%	-19%	1%	-3%	-2%
COCCn1c(N)c(N(Cc2ccccc2)C(=O)C2CCCCC2)c(=O)[nH]c1=O	-28%[1.84 µM]	3	-24%[11.3 µM]	9%	?	11%	-25%	12%	-36%[57.1 µM]
Nc1nc(=O)n(C2CCC(CO)O2)cc1F (stereo not drawn)	/	/	/	/	0%	-7%	/	0%	8%
Cc1ccnc(NS(=O)(=O)c2ccc(NC(=O)c3ccc(S(=O)(=O)N4CC(C)OC(C)C4)cc3)cc2)n1 (stereo not drawn)	10%	5	3%	-2%	22%	-2%	-10%	-2%	2%
CCCCN(C)C(=O)c1sc(=O)n(Cc2ccc(Cl)c(Cl)c2)c1C	/	0	-36%	-17%	?	-16%	/	-3%	7%[57.1 µM]
Cc1ccc(CSc2nnc([C@@H]3CCCN3)o2)cc1	-13%	-1	/	5%	13%	-1%	0%	-6%	7%
Clc1ccc(CSc2ncn(-c3ccccc3)n2)cc1	-14%	1	20%	-6%	21µM*	12%	6%	11%	-1%
CCOC(=O)C1CCCN(C(=O)c2cc(S(=O)(=O)N3CCCCC3)c[nH]2)C1 (stereo not drawn)	-13%	-4	-4%	7%	14%	-8%	-3%	1%	-4%
N#CC1=C(SCC(=O)Nc2nccs2)NC(=O)CC1c1ccccc1 (stereo not drawn)	14%	12	14%	7%	11%	2%	?	3%	-2%
COc1ccc(/C=N/NC(=O)CCc2c(C)n[nH]c2C)cc1O	-4%	23	/	3%	3%	-5%	-2%	0%	7%
c1ccc(CSc2nnc([C@@H]3CCCN3)o2)cc1	-3%	3	/	-1%	3%	2%	7%	-1%	8%
Cn1c2ccccc2c(=O)c2c(=O)n(C3CCCCC3)c(-c3cccs3)nc21	1%	37	?	?	12µM*	-12%	?	2%	-14%[57.1 µM]
CC(C)(C)c1cccc(OCCCSc2ncccn2)c1	0%	47	11%	?	16%	-17%	?	-1%	-5%
C[C@H](NC(=O)c1nc[nH]c1C(=O)N[C@@H](Cc1ccccc1)C(=O)OCc1ccccc1)C(=O)OCc1ccccc1	-29%[9.22 µM]	10	5%	-5%	?	-8%	5%	-16%	-7%
Cc1ccn2c(=O)nc(SCC(=O)Nc3cc(C)on3)nc2c1	-8%	-1	8%	10%	0%	12%	?	8%	-16%
CCOC(=O)C1=C(C)NC(C)=C(C(=O)OC)C1c1cccc([N+](=O)[O-])c1 (stereo not drawn)	11%	-1	6%&13%	0%	-25%	-20%	16%	-20%	-8%
COc1nc(C)cc(C)c1S(=O)(=O)c1ccccc1C	-2%	42	-5%	3%	-1%	-12%	0%	-13%	1%
COc1cccc(/C=N/NC(=O)C(=O)NCc2cccnc2)c1	-15%	10	4%	7%	1%	-8%	7%	6%	-5%
Cc1cc(C)cc(C(=O)OCC(=O)NC(=O)NC2CCCC2)c1	0%	-6	-30%	19%	11%	5%	-2%	11%	-9%
CC(C)c1ccc(C2NC(=O)CCC2[N+](=O)[O-])cc1 (stereo not drawn)	0%	-6	/	-4%	5%	0%	1%	8%	0%
O=C(Cn1cnc2c(NCc3ccccc3)ncnc21)NCc1ccccc1	12µM*	85	-1%	2.9µM*	7.3µM*	6.5µM*	9.2µM*	8.2µM*	1%
CCOC(=O)CSc1nc2c(c(=O)[nH]c(=O)n2C)n1CCc1ccccc1	-5%	18	9%	15%	-1%	-4%[9.24 µM]	0%	12%	0%
Cc1ccc(NC(=O)c2cc(S(=O)(=O)N3CCOCC3)c(Br)s2)cc1	2%	-25	-22%	?	23µM*	?	1%	-19%	-6%
CSc1ccc(CN2C(=O)NC3(CCCCC3)C2=O)cc1	-59%[inhibitor]	-17	-19%	-5%	?	-6%	11%	2%	11%

Ten compounds out of the list, sorted by molar mass, largest number first.
SMILES	SW480 rereplic	IL-1B inflam inh	ATXN2 expr inh	KB-3-1 cytotox	KB-V1 cytotox	HT1080 IDH1KD tx	MCF10A rerep	HT1080-NT tox	WRN helicase inh
C[C@H](NC(=O)c1nc[nH]c1C(=O)N[C@@H](Cc1ccccc1)C(=O)OCc1ccccc1)C(=O)OCc1ccccc1	-29%[9.22 µM]	10	5%	-5%	?	-8%	5%	-16%	-7%
Cc1ccc(NC(=O)c2cc(S(=O)(=O)N3CCOCC3)c(Br)s2)cc1	2%	-25	-22%	?	23µM*	?	1%	-19%	-6%
Cn1c2ccccc2c(=O)c2c(=O)n(C3CCCCC3)c(-c3cccs3)nc21	1%	37	?	?	12µM*	-12%	?	2%	-14%[57.1 µM]
O=C(Cn1cnc2c(NCc3ccccc3)ncnc21)NCc1ccccc1	12µM*	85	-1%	2.9µM*	7.3µM*	6.5µM*	9.2µM*	8.2µM*	1%
Cc1ccn2c(=O)nc(SCC(=O)Nc3cc(C)on3)nc2c1	-8%	-1	8%	10%	0%	12%	?	8%	-16%
COc1cccc(/C=N/NC(=O)C(=O)NCc2cccnc2)c1	-15%	10	4%	7%	1%	-8%	7%	6%	-5%
CSc1ccc(CN2C(=O)NC3(CCCCC3)C2=O)cc1	-59%[inhibitor]	-17	-19%	-5%	?	-6%	11%	2%	11%
CC(C)(C)c1cccc(OCCCSc2ncccn2)c1	0%	47	11%	?	16%	-17%	?	-1%	-5%
COc1nc(C)cc(C)c1S(=O)(=O)c1ccccc1C	-2%	42	-5%	3%	-1%	-12%	0%	-13%	1%
CC(C)c1ccc(C2NC(=O)CCC2[N+](=O)[O-])cc1 (stereo not drawn)	0%	-6	/	-4%	5%	0%	1%	8%	0%

Screening data: PubChem, National Center for Advancing Translational Sciences (NCATS)
